D3 antag: qHTS of D3 Dopamine Receptor Antagonist: qHTS. D3R cells, DiscoveRx beta-arrestin luminescence, antagonist mode; hits give low values. max response, negative = inhibition, %. D(3) dopamine receptor (Homo sapiens), P35462. AID 652054, 2013. hit rate 2.5% among 360,000; in the data active = max response below about -50%; inconclusive = no clear call, values can overlap the other calls; also: % is scaled to controls: 0 for no effect and ±100 for the full control effect; mostly tested at two doses, the higher about 12 µM
Target sequence (P35462 whole entry, looked up): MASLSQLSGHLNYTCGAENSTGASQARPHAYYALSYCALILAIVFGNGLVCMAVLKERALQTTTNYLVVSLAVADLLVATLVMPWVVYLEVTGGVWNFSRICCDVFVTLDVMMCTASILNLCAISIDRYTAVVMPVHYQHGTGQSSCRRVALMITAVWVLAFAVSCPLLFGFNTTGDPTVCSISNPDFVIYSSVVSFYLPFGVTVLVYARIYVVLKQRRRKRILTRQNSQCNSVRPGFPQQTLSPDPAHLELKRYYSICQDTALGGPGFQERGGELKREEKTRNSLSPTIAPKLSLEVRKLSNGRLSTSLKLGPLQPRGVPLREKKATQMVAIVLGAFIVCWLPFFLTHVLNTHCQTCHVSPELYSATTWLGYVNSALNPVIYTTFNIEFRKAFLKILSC
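Cells expressing the human receptor were seeded at 1500 cells/well, incubated overnight at 37 degrees C in 5% CO2, then exposed to library compounds with dopamine controls for 90 minutes at 37 degrees C before luminescent detection.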
FUS yeast rescue: qHTS for Suppressors of FUS Proteinopathy: Primary screen using FUS-linked yeast assay | hit rate 0.24% among 390,000 | S. cerevisiae FUS-expressing, growth rescue, OD600, 24 h | Potency, µM (doses to about 76.6 µM), without a hit: at the top dose growth rescue (activation), hits mostly activators | AID 1347120, 2019;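 also: potency is read from the fitted curve at half-maximal effect; plate controls were DMSO vehicle for no effect and reference control for full effect; nearly all actives have a fitted effect of over 55% in size; some results filed as inactive show a strong effect at the top dose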
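Galactose (2%) drives FUS expression in yeast precultured in raffinose; seeding density OD 0.005. Test compounds incubated 24hr at 30C and 99% humidity before absorbance at 600 nm was measured.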
TDP-43 yeast inh: qHTS of TDP-43 Inhibitors; hit rate 1.8% among 410,000; TDP-43 expressing yeast growth rescue, BacTiter-Glo, 24 h; Potency, µM (top dose mostly 46.1 µM), for the others: at the top dose growth rescue (activation), usual class: activators; AID 652104, 2013; also: potency is read from the fitted curve at half-maximal effect; % of control where 0% means no effect; nearly all actives have a fitted effect of over 50% in size
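Cell-based yeast growth screen: TDP-43 expression induced in galactose, inoculum OD600=0.02 after raffinose pregrowth to mid-log. Read-out BacTiter-Glo luminescence at 24 hr, 30 deg C; inhibition of toxicity seen as signal increase.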
D3 ag: qHTS of D3 Dopamine Receptor Agonist: qHTS | D3R DiscoveRx beta-arrestin cells, luminescence, 90 min | max activation, % | hit rate 0.58% among 410,000; in the data active = max activation above about 30%; also: 0% is about no effect; mostly tested at two doses, the higher about 12 µM
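Agonist-mode cell screen: cells plated at 1500/well and incubated overnight at 37 °C, then exposed to library compounds for 90 min at 37 °C. Detection reagent was added for 30–60 min at room temperature, and luminescence was read.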
EPAC2 ag: qHTS for Agonist of cAMP-regulated guanine nucleotide exchange factor 4 (EPAC2): primary screen; Rap guanine nucleotide exchange factor 4 (Homo sapiens), Q8WZA2; EPAC2 activation, biochemical qHTS; response scale: 100% = 6.5 mM cAMP response; Potency, µM (top dose mostly 154 µM), for the others: top-dose activation, hits mostly activators; hit rate 0.079% among 360,000; also: potency is read from the fitted curve at half-maximal effect; nearly all actives have a fitted effect of over 50% in size
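EPAC2 (100 nM) mixed with Rap1B loaded with BODIPY-GDP (250 nM) plus 50 uM unlabeled GDP; compounds pinned in, 5 min RT, then read every 5 min for 30 min (ex 480, em 540 nm). Normalized to cAMP control.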
EPAC2 antagonist: qHTS for Antagonist of cAMP-regulated guanine nucleotide exchange factor 2 (EPAC2): primary screen; EPAC2 GEF exchange of Rap1B-BODIPY-GDP, fluorescence; Potency, µM (top dose mostly 114 µM), for the others: top-dose activity, negative = inhibition, usual class: inhibitors; hit rate 0.18% among 360,000; also: potency is read from the fitted curve at half-maximal effect; % is scaled to controls: 0 for no effect and ±100 for the full control effect; nearly all actives have a fitted effect of over 45% in size; many of its hits are not listed in these tables
Abeta rescue: qHTS for compounds that reverse cellular toxicity of Amyloid beta (A-beta) peptide in yeast: Primary Screen; yeast expressing A-beta42, growth rescue, OD600, 48 h; response scale: 0% DMSO, 100% iron-clioquinol control; hit rate 0.063% among 410,000; Potency, µM (doses to about 46.1 µM), for inactives: top-dose growth rescue, usual class: activators; also: potency is read from the fitted curve at half-maximal effect; nearly all actives have a fitted effect of over 55% in size
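Growth rescue measured by 600 nm absorbance after 48 h yeast culture at 30 C with compound. Values normalized between DMSO and an equimolar ferric chloride plus clioquinol control.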
aSyn rescue: qHTS of alpha-syn Inhibitors; AID 652106, 2013; Yeast expressing alpha-synuclein, growth rescue, BacTiter-Glo, 24 h; Potency, µM (series often up to 46.1 µM), inactives show at the highest dose growth rescue (activation), hits mostly activators; hit rate 0.14% among 370,000; also: potency is read from the fitted curve at half-maximal effect; % of control where 0% means no effect; nearly all actives have a fitted effect of over 65% in size
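Galactose-induced alpha-syn yeast (OD600=0.02, raffinose-pregrown) + pinned cpd, 24 hr, 30 deg C; growth by BacTiter-Glo luminescence. Growth restoration scores as activation.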
Active calls of the source: *; u = inconclusive; x = no result given; & = joins results of further samples; ! = repeats disagree; [ ] = dose if it differs, or a comment. Unless noted, calls follow the shape of the dose curve; as a rule, active = well fitted curve in the direction sought with a large enough effect; inconclusive = small, poorly fitted or top-dose-only effect, or another doubt; inactive = no such curve, though single readings can be large; an effect the other way counts as inactive or inconclusive. The list is partial, so the mix of outcomes need not match the whole.

1	CN(C)c1ccc(/C=N/NC(=O)CSc2ccccn2)cc1
2	Cc1ccc(NC(=S)N2CCCN(Cc3ccc(F)cc3)C2)c(C)c1
3	COc1ccc(C(=O)NCc2ccc3c(c2)OCO3)cc1S(=O)(=O)NCc1ccc(Cl)cc1
4	O=[N+]([O-])c1cc(S(=O)(=O)N2CCOCC2)ccc1N1CCNCC1
5	Cc1oc2c(cc(NS(=O)(=O)c3ccc(C(C)C)cc3)c3ccccc32)c1C(=O)O
6	CN(C)CCCNc1ncc(C(F)(F)F)cc1Cl
7	COc1ccccc1NC(=O)c1cnc(SCC(=O)NCC2CCCO2)n(C)c1=O (stereo unspecified)
8	COc1cc(NC(=O)C/C(C)=N/NC(=O)c2cccs2)c(OC)cc1Cl
Assay by compound	1	2	3	4	5	6	7	8
D3 antag	3	u	1	5	0	-12	u	4
FUS yeast rescue	0%	40%	32%	6%	23%&4%	-5%	23%	26%
TDP-43 yeast inh	1%	-15%	13%	-3%	-1%&3%	1%[9.22 µM]	-23%	4%
D3 ag	-11	-13	-7	3	-7&-13	-14	-4	6
EPAC2 ag	6%	6%	9%	3%	u	-3%	10%	4%
EPAC2 antagonist	-10%	-14%	-4%	1%	-3%	-5%	0%	5%
Abeta rescue	-3%	4%	21%	7%	6%&5%	-4%	0%	9%
aSyn rescue	0%	-1%	1%	-1%	2%	-1%	13%	2%

9	CC(=O)C1=C(O)C(=O)N(CO)C1c1ccccc1F (stereo unspecified)
10	CN1C/C(=C\c2ccc(N3CCOCC3)cc2)C(=O)/C(=C/c2ccc(N3CCOCC3)cc2)C1
11	c1ccc2c(Nc3nc(-c4ccncc4)nc4ccccc34)cccc2c1
12	Cc1ccc(CCNC(=O)c2cn(C)c3ccc(S(=O)(=O)N4CCC(C)CC4)cc3c2=O)cc1
13	O=C(CSc1nnc(-c2ccc3c(c2)OCO3)o1)Oc1ccccc1
14	COc1ccc(CCN2CC(C(=O)NCCc3ccc(F)cc3)CCC2=O)cc1 (stereo unspecified)
15	CSCc1c(C(=O)NC2CCCc3ccccc32)oc2ccccc12 (stereo unspecified)
16	COc1cccc(N2CC(C(=O)NCc3n[nH]c(=O)c4ccccc34)CC2=O)c1 (stereo unspecified)
Assay by compound	9	10	11	12	13	14	15	16
D3 antag	-26	-12	16	x	x	-1	u	-8
FUS yeast rescue	-15%	31%	2%	8%	-8%	7%	-3%	20%
TDP-43 yeast inh	-5%	0%	2%	9%	-49%[inhibitor]	7%	6%	-5%
D3 ag	10	-7	9	-7	15	0	0	-17
EPAC2 ag	-3%	u	-9%	x	x	10%	16%	0%
EPAC2 antagonist	5%	8%	1%	x	x	1%	-1%	1%
Abeta rescue	0%	-6%	-7%	5%	-75%[inhibitor]	-7%	0%	-3%
aSyn rescue	-7%	-10%	5%	x	x	0%	0%	7%

Whole records as entered above. Values in the order: D3 antag | FUS yeast rescue | TDP-43 yeast inh | D3 ag | EPAC2 ag | EPAC2 antagonist | Abeta rescue | aSyn rescue
Results for COc1ccc(CCN2CC(C(=O)NCCc3ccc(F)cc3)CCC2=O)cc1 (stereo unspecified) → -1 | 7% | 7% | 0 | 10% | 1% | -7% | 0%
Results for COc1cccc(N2CC(C(=O)NCc3n[nH]c(=O)c4ccccc34)CC2=O)c1 (stereo unspecified) → -8 | 20% | -5% | -17 | 0% | 1% | -3% | 7%

(listing goes on)
17	O=C(NC1CCCCC1)c1cc2c(Cl)nc3ccccc3c2s1
18	CCOC(=O)CSc1nnc(SCCN2C(=O)c3ccccc3C2=O)s1
19	Cc1ccc(NS(=O)(=O)c2cccc(C(=O)O)c2)c(C)c1
20	CCCCNC(=O)[C@H](CSCc1ccccc1)N1Cc2ccccc2C1=O
21	Cc1cccc(NC(=S)NN(Cc2ccccc2)c2ccccc2)c1C
22	CCC(C)[C@H](NC(=O)NCc1ccc(S(N)(=O)=O)cc1)C(=O)OC (stereo partly specified)
23	Cc1ccc(NC(=O)COC(=O)C2CC(=O)N(Cc3ccccc3)C2)cc1F (stereo unspecified)
24	O=C(NC(=S)Nc1ccc(Br)c(Cl)c1)C1CC1
Assay by compound	17	18	19	20	21	22	23	24
D3 antag	x	-28	7	-14	-27	1	14	-17
FUS yeast rescue	-21%	0%	4%	8%	13%	-5%	16%	-3%
TDP-43 yeast inh	12%	14%	-15%	26%	3%	-20%[0.397 µM]	4%	u
D3 ag	8	-6	10	1	1	17	0	-6
EPAC2 ag	x	-5%	4%	15%	-3%	0%	4%	17%
EPAC2 antagonist	x	-4%	5%	-2%	5%	-4%	-15%	-15%
Abeta rescue	-9%	6%	7%	20%	8%	1%	-13%	33%
aSyn rescue	x	-5%	-6%	7%	-1%	-6%	-4%	4%

25	COc1ccc(NC(=O)C2=CC(c3ccc4c(c3)OCO4)=NS(=O)(=O)N2C)cc1OC
26	CCOc1ccc(CN(C)C(=O)CNC(=O)c2ccc(Br)o2)cc1OC
27	CCOc1ccccc1CNc1ccc(N2CCOCC2)c(C(=O)O)c1
28	COc1cc(N2CCC(O)CC2)ccc1Nc1nnc(Cl)c(Nc2ccccc2S(C)(=O)=O)n1
29	C[C@H](NC(=O)C[C@@H]1C=C[C@@H](NC(=O)CN2CCOCC2)[C@@H](CO)O1)c1ccccc1
30	CN1Cc2c(N)cccc2C(c2ccccc2)C1 (stereo unspecified)
31	O=S(=O)(Nc1ccc(O)c(NS(=O)(=O)c2ccccc2)c1)c1ccccc1
32	CCOC(=O)N/N=C1\CC(C)CC(C)(C)C1 (stereo unspecified)
Assay by compound	25	26	27	28	29	30	31	32
D3 antag	x	12	11	38	0	-63*!	-6	-4
FUS yeast rescue	3%	-5%	19%	1%	-4%	-27%&-38%	18%	1%
TDP-43 yeast inh	14%	-36%[inhibitor]	-8%	-3%	13%	u	2%	-9%
D3 ag	-5	-9	-7	2	2	-21&-94&9	1	-10
EPAC2 ag	x	0%	4%	11%	10%	8%&11%	5%	7%
EPAC2 antagonist	x	-4%	-1%	1%	6%	-11%&-15%	-5%	-1%
Abeta rescue	18%	-8%	-13%	0%	-8%	-21%&-12%	-22%	-16%
aSyn rescue	x	-1%	1%	-3%	0%	0%&1%&0%	0%	-8%

33	COc1ccc(NC(=O)c2nnn(Cc3nc(-c4cc(OC)c(OC)c(OC)c4)oc3C)c2C)cc1Cl
34	COc1ccc(CCNC2CCC(c3ccccc3)CC2)cc1 (stereo unspecified)
35	CCn1c(CSc2nc(C)cs2)nc2cc(S(=O)(=O)N(C)C)ccc21
36	O=C(CSc1nnc(-c2ccco2)o1)c1ccc[nH]1
37	O=C(COC(=O)c1ccc([N+](=O)[O-])o1)NCc1ccccc1
38	CCOc1ccc(N(CC(=O)O)S(=O)(=O)c2cccnc2)cc1
39	O=C(Nc1cccc2nsnc12)c1cc2c(cc1Cl)Sc1nccn1S2(=O)=O
40	Cc1ccc(C(=O)Nc2cnc3ccccc3c2)cc1
Assay by compound	33	34	35	36	37	38	39	40
D3 antag	x	-65*	5	-2	u	-2	0	7
FUS yeast rescue	6%	7%	u	44%	6%	-27%	x	27%
TDP-43 yeast inh	-17%	0%	-2%	0%	u	-4%	-5%	-13%
D3 ag	-16	-8	-9	-4	-4	2	-19	6
EPAC2 ag	x	3%	5%	4%	4%	9%	1%	-4%
EPAC2 antagonist	x	12%	-8%	-8%	-3%	4%	11%	10%
Abeta rescue	-20%	-7%	16%	-15%	-70%[inhibitor]	-18%	0%	-6%
aSyn rescue	x	3%	5%	0%	-20%	0%	-4%	-7%

Only EPAC2 antagonist and D3 antag, for 3 of the compounds above:
entry | canonical_smiles | EPAC2 antagonist | D3 antag
37 | O=C(COC(=O)c1ccc([N+](=O)[O-])o1)NCc1ccccc1 | -3% | u
38 | CCOc1ccc(N(CC(=O)O)S(=O)(=O)c2cccnc2)cc1 | 4% | -2
39 | O=C(Nc1cccc2nsnc12)c1cc2c(cc1Cl)Sc1nccn1S2(=O)=O | 11% | 0

Other entries:
Below each SMILES – D3 antag	FUS yeast rescue	TDP-43 yeast inh	D3 ag	EPAC2 ag	EPAC2 antagonist	Abeta rescue	aSyn rescue
#41 Cc1ccc(-c2nc(=O)[nH]c3ccc(Br)cc23)cc1
  18	10%	11%	2	-1%	12%	-4%	3%
#42 Cc1n[nH]c(=O)c2ccccc12
  2	-15%	5%	-10	-5%	-3%	-3%	3%
#43 CCCOc1ccc(-c2nn(-c3ccccc3)cc2C2NC(=O)NC(C)=C2C(=O)OC)cc1C (stereo unspecified)
  x	3%	17%	12	x	x	0%	7%
#44 Cc1ccc(Cl)cc1N1CCN(C(=O)Cn2ccc3ccccc3c2=O)CC1
  19	u	-13%	5	-4%	-8%	-35%	14%
#45 O=C(NCCCN1CCOCC1)c1ccc2nc(Cc3ccccc3F)oc2c1
  31	x	7%	5	5%	9%	10%	5%
#46 CCc1cc2c(=O)[nH]c(N3CCOCC3)nc2s1
  2	13%	-14%	5	-6%	18%	-12%	0%
#47 CN1CCN(c2ccc(CNC(=O)c3ccc(-c4ccc(F)c(F)c4)c4ccoc34)cc2)CC1
  -66*	6%	1%	-13	8%	-14%	-18%	4%
#48 CCOC(=O)Cc1csc(SCC(=O)N(CC(C)C)c2c(N)n(Cc3ccccc3)c(=O)[nH]c2=O)n1
  -3	8%	17%	2	-2%	4%	-5%	0%
#49 O=C(NCc1cccnc1)/C(=C/c1ccc([N+](=O)[O-])cc1)NC(=O)c1ccccc1
  -3	-1%	-1%	31*	5%	0%	2%	0%
#50 COCCNC(=O)CCCn1c(=O)c2cc(OC)c(OC)cc2n(CC(=O)Nc2ccc(C)c(F)c2)c1=O
  -6	12%	13%	3	-9%	14%	8%	-1%
#51 O=[N+]([O-])c1ccc2[nH]c(O)c(N=NC(=S)NCC3CCCO3)c2c1 (stereo unspecified)
  0	24%	7%	3	20%	0%	8%	-1%

Compound activity from PubChem.
